L3MBTL1 inh = qHTS Assay for the Inhibitors of L3MBTL1; AlphaScreen L3MBTL1–H3K9me1 peptide binding; Potency, µM (highest dose often 57.1 µM), for the others: at the highest dose activity, negative = inhibition, most hits filed as inhibitors; 0.66% of 230,000 active; AID 485360, 2010; active means well fitted inhibition curve with a large enough effect; inconclusive means small, poorly fitted or top-dose-only effect; inactive means no such curve, though single readings can be large or run the other way; further: nearly all actives have a fitted effect of over 60% in size
Target sequence (Q9Y468 whole entry, looked up): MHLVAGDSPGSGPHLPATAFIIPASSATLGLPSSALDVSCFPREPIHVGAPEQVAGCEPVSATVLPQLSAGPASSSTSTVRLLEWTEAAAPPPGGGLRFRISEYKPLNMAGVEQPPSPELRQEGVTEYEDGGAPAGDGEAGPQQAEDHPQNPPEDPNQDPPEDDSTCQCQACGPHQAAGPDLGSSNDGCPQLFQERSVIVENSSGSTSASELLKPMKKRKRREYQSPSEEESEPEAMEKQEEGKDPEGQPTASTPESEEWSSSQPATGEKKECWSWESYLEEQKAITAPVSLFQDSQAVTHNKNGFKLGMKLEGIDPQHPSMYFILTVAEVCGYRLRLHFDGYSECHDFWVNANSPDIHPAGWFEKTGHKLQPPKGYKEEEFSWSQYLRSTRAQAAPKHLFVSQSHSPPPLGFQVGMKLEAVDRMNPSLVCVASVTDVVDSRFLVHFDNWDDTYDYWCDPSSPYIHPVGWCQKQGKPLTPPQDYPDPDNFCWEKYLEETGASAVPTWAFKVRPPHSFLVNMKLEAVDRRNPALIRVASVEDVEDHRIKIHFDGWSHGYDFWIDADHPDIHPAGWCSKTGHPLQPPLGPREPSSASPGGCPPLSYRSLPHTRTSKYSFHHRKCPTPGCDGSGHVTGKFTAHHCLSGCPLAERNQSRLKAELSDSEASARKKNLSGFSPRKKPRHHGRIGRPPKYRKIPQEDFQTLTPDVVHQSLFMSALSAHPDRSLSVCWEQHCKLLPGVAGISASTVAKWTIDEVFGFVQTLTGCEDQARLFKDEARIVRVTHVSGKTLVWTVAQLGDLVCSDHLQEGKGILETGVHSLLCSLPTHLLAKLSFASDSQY
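AlphaScreen assay: L3MBTL1 (50 nM final) was preincubated 30 min at room temperature with biotinylated H3(1-15)K9me1 peptide (75 nM final), then 30 min with library compounds; streptavidin donor and nickel chelate acceptor beads (10 ug/mL final) added, 30 min dark.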
Starred values were filed as active, the others as inactive; ? = inconclusive; & = joins results of further samples; [ ] = dose if it differs, or a comment. On the % scale 0 is the no-effect control and ±100 the full control effect; potency means the concentration at half of the fitted maximal effect.

SMILES | L3MBTL1 inh
COC(=O)[C@H](Cc1ccccc1)NC(=O)Cn1cnc2c(OCc3ccccc3)ncnc21 | -1%
Cc1cccc(C(=O)Oc2ccc3ccc(O)cc3c2)c1 | 7%[2.29 µM]
Cc1ccc(S(=O)(=O)N2CCN(C(=O)CCCN3C(=O)NC4(CCCC4)C3=O)CC2)cc1C | 0%
COc1cccc(Oc2cc(Cl)nc(N)n2)c1 | -4%
Cc1ccc(S(=O)(=O)N2CCN(C(=O)c3ccco3)CC2)cc1 | 0%
CCC(C)(C)C1CCc2[nH]nc(C(=O)NCCN3CCOCC3)c2C1 (centres undefined) | -1%
COc1ccc(Cl)cc1NC(=O)COC(=O)c1c(-c2ccccc2)noc1C | 11%
COc1ccc(CCN(C)C2CCCN(S(=O)(=O)c3ccccc3)C2)cc1OC (centres undefined) | -3%
CCN(CC(=O)Nc1ccc(OC)cc1)C(=O)c1cc(S(=O)(=O)N(C)C)ccc1N1CCCC1 | 6%
CC(=O)C1=C(O)C(=O)N(c2ccc(Br)cc2)C1c1cccc(F)c1 (centres undefined) | 3%
O=C(NCc1ccccn1)c1ccc(Cl)c(S(=O)(=O)NCc2ccccc2)c1 | -4%
COc1ccccc1CNC(=O)CCC(=O)N1CCOc2ccc(Cl)cc21 | 11%
Cc1noc(C)c1S(=O)(=O)N(C)C[C@H]1Oc2ccc(NC(=O)NC(C)C)cc2C(=O)N([C@H](C)CO)C[C@@H]1C | 46%[activator]
C#CCOCCOCCOCCNc1nc(N2CCN(C(=O)CCCCCCCCCCNC(=O)[C@H](CCCN=C(N)N)n3cc(C[C@@H](C)CC)nn3)CC2)nc(N2CCN(C(=O)CCCCCCCCCCNC(=O)[C@@H]([C@H](C)CC)n3cc(CCCCCN)nn3)CC2)n1 | -28%
COCc1cc(C)nc(SCc2ccccc2)c1C#N | 46%[activator]
CC1CCCCN1C(=O)COC(=O)C1CCN(S(=O)(=O)c2ccc(Cl)c(C(F)(F)F)c2)CC1 (centres undefined) | 1%
CCOc1cc(-c2sc(Nc3ccccc3)n[n+]2C)ccc1OC | -5%
CC1(c2ccccc2)NC(=O)N(CC(=O)Nc2cc3c(cc2Br)OCCO3)C1=O (centres undefined) | -11%
O=C(O)c1ccccc1-c1ccccc1C(=O)NCc1ccccc1Cl | 1%
N#Cc1ccc(C23OCCN2CCn2c3c3ccccc3[n+]2[O-])cc1 (centres undefined) | 3%
O=C(CSc1ccccc1)Nc1ccc(Cl)c(S(=O)(=O)N2CCOCC2)c1 | 33%[activator]
Cc1nc(SCC(=O)NC2CCS(=O)(=O)C2)c2c(C)c(C)sc2n1 (centres undefined) | 40%
CC(=O)Nc1cccc(NC(=O)C(=O)NCC(c2ccco2)N2CCc3ccccc32)c1 (centres undefined) | -14%
CCOC(=O)C1CCCN(C(=O)c2ccc(S(=O)(=O)NCc3ccco3)cc2)C1 (centres undefined) | 11%

Of the compounds above, three have an aryl thioether with sulfur outside any ring.
SMILES | L3MBTL1 inh
COCc1cc(C)nc(SCc2ccccc2)c1C#N | 46%[activator]
O=C(CSc1ccccc1)Nc1ccc(Cl)c(S(=O)(=O)N2CCOCC2)c1 | 33%[activator]
Cc1nc(SCC(=O)NC2CCS(=O)(=O)C2)c2c(C)c(C)sc2n1 (centres undefined) | 40%

Other compounds
SMILES | L3MBTL1 inh
C=Cn1cc[n+](CC(=O)c2ccc(OC)c(OC)c2)c1 | 3%
COc1ccc(NC(=O)N(C)C[C@H]2Oc3ccc(NC(=O)C4CCCCC4)cc3C(=O)N([C@H](C)CO)C[C@@H]2C)cc1 | 8%
COc1cccc(-c2ncc3ccccc3c2COC(=O)N(C)C)c1 | 0%
CS(=O)(=O)c1ccc(C(=O)NNC(=O)c2cc(-c3ccccc3)n[nH]2)cc1 | -5%
COc1ccc(S(=O)(=O)Oc2c(OC)cc(C(=S)N3CCOCC3)cc2OC)cc1 | -3%
COc1ccc(CC(=O)Nc2cc(S(=O)(=O)N3CCCC3)ccc2Cl)c(OC)c1 | 3%
Cc1ccc2c(c1)C(=O)N1[C@H]3c4cc(C)ccc4OC[C@@H]3[C@H](c3ccccc3)[C@]1(C)C(=O)N2 | -3%
O=C(NCC(c1ccco1)N1CCc2ccccc2C1)c1ccccc1Cl (centres undefined) | -5%
COc1ccc(CC(=O)OCC(=O)N2CCCc3ccccc32)cc1 | 6%
CN(CC(=O)Nc1ccccc1Cl)C(=O)COC(=O)/C=C/c1cccc(C(F)(F)F)c1 | -5%
CC(Oc1ccc(F)cc1)C(=O)Nc1cc(S(=O)(=O)N2CCCCC2)ccc1N1CCOCC1 (centres undefined) | 1%
CC1CCCN(C(=O)COC(=O)c2cccc(NS(=O)(=O)c3ccccc3)c2)C1 (centres undefined) | -2%

Three entries picked at random from those above:
SMILES | L3MBTL1 inh
CS(=O)(=O)c1ccc(C(=O)NNC(=O)c2cc(-c3ccccc3)n[nH]2)cc1 | -5%
CC(Oc1ccc(F)cc1)C(=O)Nc1cc(S(=O)(=O)N2CCCCC2)ccc1N1CCOCC1 (centres undefined) | 1%
O=C(NCC(c1ccco1)N1CCc2ccccc2C1)c1ccccc1Cl (centres undefined) | -5%

Next entries
SMILES | L3MBTL1 inh
Cc1cccc(C(=O)Nc2cccc(S(=O)(=O)NCc3ccco3)c2)c1 | -8%
CN1CCN(c2ccc(S(=O)(=O)N3CCCCC3)cc2NC(=O)Cc2c(F)cccc2Cl)CC1 | -9%
CN1CCN(c2nc3ccccc3nc2NS(=O)(=O)c2ccc(Br)cc2)CC1 | 8%
Cc1sc2ncnc(N3CCC(C(=O)Nc4cc(S(C)(=O)=O)ccc4Cl)CC3)c2c1C | 2%
COCc1ccc(-c2c(-c3cccc(OC)c3)sc3ccc(OC)cc23)cc1 | 38%[activator]
CN(C)c1ccc(NC(=O)CN2CCN(c3ccc(F)cc3)CC2)cc1 | -10%
CC(C)(CNC(=O)CNC(=O)c1ccc(Cl)cc1Cl)N1CCOCC1 | 11%
CCOc1ccc(S(=O)(=O)N2CCC(C(=O)NCC(=O)Nc3cccc(Cl)c3C)CC2)cc1 | -1%
CCN1CCN(Cc2ccc(NC(=O)c3ccc(C)c(NC(=O)c4cccc(-c5cn[nH]c(=O)c5)c4)c3)cc2C(F)(F)F)CC1 | -7%
COc1ccc2oc(C(=O)OCC(=O)NCc3ccccc3OC)c(C)c2c1 | -3%
CCCn1cnc2scc(-c3ccc(OC)cc3)c2c1=O | -2%
COc1cc(OC)cc(-c2c(C#Cc3ccsc3)c3cc(-c4ccc(OC)nc4)ccc3n2C)c1 | -5%
Cc1cccn2c(=O)nc(SCC(=O)N3CCCCC3)nc12 | 5%
O=C1NC2c3ccccc3CC2O1 (centres undefined) | 5%
COc1cc(C(=O)OCC(=O)c2ccc(S(=O)(=O)N3CCCCC3)cc2)cc(OC)c1OC | -2%
CC1(C)CC(=O)C2=C(C1)Nc1ccccc1NC2c1cc(Cl)ccc1O (centres undefined) | -3%
CCN(CC)C(=O)c1nc[nH]c1C(=O)O[C@@H](C)c1ccccc1 | 2%
O=C(CNC(=O)C1(c2ccccc2)CC1)Nc1ccc(F)c(F)c1 | 4%
CC(C)(C)OC(=O)CC[C@@H](C(=O)NCCCCCCCCCCC(=O)N1CCN(C(=O)OC(C)(C)C)CC1)n1cc(CCCCCNC(=O)OC(C)(C)C)nn1 | -5%
Cc1ccc(CNC(=O)c2ccc(C)c(S(=O)(=O)N3CCCCC3)c2)cc1 | 38%[activator]
Cc1ccnc(NC(=O)c2cc(-c3ccc(Cl)s3)nc3ccccc23)c1 | 19%
O=C(c1ccc2ccccc2n1)N1CCN(S(=O)(=O)c2ccc(Cl)cc2)CC1 | 4%
COc1ccccc1C(=O)NC(=O)COC(=O)c1cccc(C)c1O | 1%
O=S(=O)(Nc1ccccc1F)c1cccc(NC(=S)NCCN2CCOCC2)c1 | -2%

4 of the compounds above, as comma-separated lines:
smiles,L3MBTL1 inh
O=C1NC2c3ccccc3CC2O1 (centres undefined),5%
O=C(CNC(=O)C1(c2ccccc2)CC1)Nc1ccc(F)c(F)c1,4%
O=S(=O)(Nc1ccccc1F)c1cccc(NC(=S)NCCN2CCOCC2)c1,-2%
Cc1ccc(CNC(=O)c2ccc(C)c(S(=O)(=O)N3CCCCC3)c2)cc1,38%[activator]

(next part)
SMILES | L3MBTL1 inh
Cc1ccc(S(=O)(=O)NCCC(=O)OC(C)C(=O)NC2CC2)cc1 (centres undefined) | 6%
Cc1onc(-c2ccccc2)c1C(=O)OCC(=O)Nc1ccc(OC(F)(F)F)cc1 | 12%
COc1ccc(OC)c(S(=O)(=O)N2CCN(c3ccccc3)CC2)c1 | -2%
O=C(N=Nc1c(O)[nH]c2ccc(F)cc12)c1ccc(NS(=O)(=O)c2cccs2)cc1 | 2%
CCOc1ncccc1C(=O)OCC(=O)NCc1ccccc1 | 3%
CC(=O)Nc1ccc(NC(=O)c2cccc(S(=O)(=O)N3CCCCCC3)c2)cc1 | ?
CCC(CC)NC(=O)CSc1ccc(S(=O)(=O)N2CCCCC2)cn1 | 1%
Cc1c(Cl)cccc1NC(=O)C1C2C=CC(C2)C1C(=O)O (centres undefined) | -3%
CC1CN(S(=O)(=O)c2cccc(C(=O)N(Cc3nnc(-c4ccccc4Cl)o3)C3CC3)c2)CC(C)O1 (centres undefined) | 1%
O=C(c1ccco1)N1CCN(Cc2cccc(C(F)(F)F)c2)CC1 | 1%
CCc1ccccc1NC(=O)CN(C)C(=O)Cn1cnc2ccc(Cl)cc2c1=O | -5%
CCOCCCn1c(SCC(=O)Nc2ccccc2)nc2ccccc2c1=O | -8%
CC(C)CNC(=O)c1cccc(NC(=O)c2ccccc2-c2ccccc2C(=O)O)c1 | 8%
COC(=O)[C@@]12OC[C@]34[C@H]([C@@H](O)[C@@H]1O)[C@@]1(C)C(=O)C(O[C@@H]5OC(CO)[C@@H](O)[C@@H](O)[C@@H]5O)=C[C@@H](C)[C@@H]1C[C@H]3OC(=O)[C@H](OC(=O)/C=C(\C)C(C)(C)OC(C)=O)[C@@H]24 (some centres undefined) | 1%
CCOC(=O)CCNC(=O)N1CCCC(C(=O)c2cccc(OC(C)C)c2)C1 (centres undefined) | 6%
c1ccc(CCCN2CCN(c3ccccn3)CC2)cc1 | -5%
Cc1ccc(C)c(-c2csc(NC(=O)c3c(C)noc3C)n2)c1 | -1%
Cc1cccc(C(=O)NCC(=O)OCC(=O)NCCNC(=O)COC(=O)CNC(=O)c2cccc(C)c2)c1 | 10%
N#CCCN(C(=S)NC(=O)c1cccs1)c1ccccc1F | -8%
C[C@@H](NC(=O)Cn1ccc(N)nc1=O)c1cccc2ccccc12 | 3%
C#CCOCCOCCOCCNc1nc(N2CCN(C(=O)CCCCCCCCCCNC(=O)Cn3cc(CCCCCN)nn3)CC2)nc(N2CCN(C(=O)CCCCCCCCCCNC(=O)[C@@H]([C@H](C)O)n3cc(C)nn3)CC2)n1 | 8%
CC(C)(C)NC(=O)c1ccc(NC(=O)c2ccccc2-c2ccccc2C(=O)O)cc1 | -1%
CCCCn1c(N)c(N(CC(C)C)C(=O)c2ccc([N+](=O)[O-])o2)c(=O)[nH]c1=O | -4%
CCN1C(=O)[C@H]2[C@@H](c3ccccc3)N3C(=O)N(c4cccc(F)c4)C(=O)[C@@]3(CC(C)C)[C@H]2C1=O | -6%
O=C(Nc1ccccc1N1CCCC1)c1ccccc1F | -15%
COc1ccccc1-n1nnnc1SCC(=O)Nc1ccccc1 | -3%
CCCc1nc2ccc(N)cc2c(=O)n1Cc1ccccc1Cl | -7%
[O-][n+]1ccc(C(O)c2ccccc2)cc1 (centres undefined) | 8%
c1nc(NCc2ccc3c(c2)OCO3)c2cc(-c3ccoc3)ccc2n1 | -6%&-5%
CC(C)(C)c1ccc(OCCCn2ccnc2)cc1 | -7%
CCCCN(C(=O)Cc1ccc(S(=O)(=O)N2CCOCC2)s1)c1ccccc1 | -7%
O=C(Cc1ccccc1)N1O[C@H]2C=C[C@@H]1CC2 | 3%
CN(CCCC(=O)Nc1ccccc1)S(=O)(=O)c1ccc(Cl)cc1 | -3%
COc1ccc(-c2csc3ncnc(N4CCN(C(=O)c5ccco5)CC4)c23)cc1 | -2%
COc1cnn(-c2cccc(C)c2)c(=O)c1Cl | 3%
CSCCC(NC(=O)c1ccccc1Cl)C(=O)N1CCCCC1 (centres undefined) | 38%[activator]
Cc1c(C(=O)NNC(=O)c2csc(N3CCOCC3)n2)cccc1[N+](=O)[O-] | 5%
CC(OC(=O)Cn1[nH]c(=O)c2ccccc2c1=O)C(=O)NC1(C#N)CCCCC1 (centres undefined) | -1%
C#CCOCCOCCOCCNc1nc(N2CCN(C(=O)CCCCCCCCCCNC(=O)[C@H](CCCCN)n3cc(CCO)nn3)CC2)nc(N2CCN(C(=O)CCCCCCCCCCNC(=O)[C@H](CCCCN)n3cc(CCO)nn3)CC2)n1 | -10%
COc1ccc(CNC(=S)Nc2cccc(OC)c2)cc1 | -7%
COc1cccc(NC(=O)CN(C)C(=O)c2ccc(NC3CC3)c([N+](=O)[O-])c2)c1 | -7%
CC(C)(C)C(=O)Nc1ccc(S(=O)(=O)N2CCCC2)cc1 | 1%
COc1cccc(NC(=O)CN(C)C(=O)Cn2c(=O)oc3ccccc32)c1 | 0%
O=C(CN1C(=O)NC2(CCCCCC2)C1=O)N1CCCCC1 | 3%
CN(Cc1ccccc1)C(=O)CNC(=O)C12CC3CC(CC(C3)C1)C2 | 3%
CC(OC(=O)c1ccccc1C(=O)N(C)Cc1ccccc1)C(=O)NC1(C#N)CCCCC1 (centres undefined) | 4%
CS(=O)(=O)c1ccc([C@@H](O)[C@@H](CF)NC(=O)C(Cl)Cl)cc1 | 9%

Not all compounds are listed. The share of hits here may be higher or lower than overall.
